Screening data as filed in PubChem.
CHOP UPR activ – activators of apoptotic CHOP UPR arm, primary screen, cell-based, CHO-CHOP luciferase reporter, luminescence, uHTS | UPR activation; percent of tunicamycin response over DMSO baseline | activation, % at 10 µM | actives 0.34% (n = 330,000) | AID 449763, 2010;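 active = at 10 µM dose, activation of 40% or more, normalized to positive control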;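 also: 100% = tunicamycin at 10 µg/mL and 0% = DMSO alone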
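System: CHO CHOP reporter cells. Amount: 500 cells per well. Buffer or medium: F12 medium, 10% FBS. Compound dosing: one dose, 10 µM in 0.5% DMSO. Incubation: 6 h compound exposure at 37 °C after overnight seeding. Technique: Steady-Glo luciferase luminescence. Benchmarks: tunicamycin and DMSO controls.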
Jurkat NFkB inh – inhibitors of induced NF-kB luciferase reporter, primary screen, TCR NF-kB activation inhibitor project, cell-based, luminescence, uHTS. Jurkat, PMA/ionomycin-induced NF-kB luciferase reporter. inhibition, % at 4 µM. actives 0.53% (n = 330,000); in the data active = inhibition above about 50%
tim10-1 inh – growth inhibitors of tim10-1 mutant yeast, primary screen, luminescence, uHTS; AID 463190, 2010; actives 2.2% (n = 330,000); inhibition, % at 20 µM; S. cerevisiae tim10-1 ts strain growth, BacTiter-Glo, 24 h;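 active = inhibition of at least 40%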;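 also: mutant grown at 25 °C; 0% = DMSO wells with yeast and 100% = wells holding no yeast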
TIM10 inh – growth inhibitors of isogenic TIM10 control yeast, primary screen, counter-screen for tim10-1 yeast inhibitor project, luminescence, uHTS | S. cerevisiae TIM10 strain growth, BacTiter-Glo luminescence, 24 h | inhibition, % at 10 µM | actives 1.4% (n = 330,000) | AID 463195, 2010;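 active = inhibition of 40% or more at the single tested concentration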;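 also: wild-type TIM10 isogenic control strain grown at permissive 25 °C; 0% = DMSO yeast wells and 100% = minimal medium wells without yeast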
697 NFkB inh – inhibitors of PMA/ionomycin-induced NF-kB reporter, 697 cells, primary screen, B-cell NF-kB inhibitor project, cell-based, luminescence, uHTS | AID 435022, 2010 | inhibition, % at 4 µM | actives 0.33% (n = 330,000) | 697 B-cell NF-kB luciferase reporter, 16 h; in the data active = inhibition above about 35%
tim23-1 inh – growth inhibitors of tim23-1 mutant yeast, primary screen, luminescence, uHTS; S. cerevisiae tim23-1 growth, BacTiter-Glo luminescence, 24 h; inhibition, % at 20 µM; actives 1.3% (n = 330,000); AID 463212, 2010;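 active = growth inhibition of the mutant yeast at or above 50%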;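 also: temperature-sensitive mutant grown at 25 °C; plate controls were DMSO-treated mutant yeast for no effect and medium wells lacking yeast for full effect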
Mdm2 MdmX PPI – inhibitors of human Mdm2-MdmX association, primary screen, cell-based, luminescence, split luciferase, SaOS-2, uHTS | actives 3% (n = 330,000) | inhibition, % at 8 µM | SaOS-2 split-luciferase Mdm2/MdmX complementation | AID 485346, 2010;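 active = inhibition of at least 50% at 8 µM in the primary screen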
Target sequence (O15151 whole entry, looked up): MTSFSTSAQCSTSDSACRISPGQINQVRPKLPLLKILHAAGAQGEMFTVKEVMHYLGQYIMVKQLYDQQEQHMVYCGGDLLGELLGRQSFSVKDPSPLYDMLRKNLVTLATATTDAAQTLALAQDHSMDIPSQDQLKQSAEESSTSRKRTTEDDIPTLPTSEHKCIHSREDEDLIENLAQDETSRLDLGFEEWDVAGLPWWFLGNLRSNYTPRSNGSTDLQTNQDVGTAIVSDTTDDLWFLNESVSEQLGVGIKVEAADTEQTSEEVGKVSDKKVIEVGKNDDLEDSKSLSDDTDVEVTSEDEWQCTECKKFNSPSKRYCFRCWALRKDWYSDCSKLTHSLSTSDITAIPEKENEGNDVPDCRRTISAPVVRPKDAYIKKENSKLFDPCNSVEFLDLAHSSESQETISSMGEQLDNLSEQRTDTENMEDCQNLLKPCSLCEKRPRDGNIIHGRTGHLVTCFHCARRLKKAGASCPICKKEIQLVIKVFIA
Target sequence (Q00987 whole entry, looked up): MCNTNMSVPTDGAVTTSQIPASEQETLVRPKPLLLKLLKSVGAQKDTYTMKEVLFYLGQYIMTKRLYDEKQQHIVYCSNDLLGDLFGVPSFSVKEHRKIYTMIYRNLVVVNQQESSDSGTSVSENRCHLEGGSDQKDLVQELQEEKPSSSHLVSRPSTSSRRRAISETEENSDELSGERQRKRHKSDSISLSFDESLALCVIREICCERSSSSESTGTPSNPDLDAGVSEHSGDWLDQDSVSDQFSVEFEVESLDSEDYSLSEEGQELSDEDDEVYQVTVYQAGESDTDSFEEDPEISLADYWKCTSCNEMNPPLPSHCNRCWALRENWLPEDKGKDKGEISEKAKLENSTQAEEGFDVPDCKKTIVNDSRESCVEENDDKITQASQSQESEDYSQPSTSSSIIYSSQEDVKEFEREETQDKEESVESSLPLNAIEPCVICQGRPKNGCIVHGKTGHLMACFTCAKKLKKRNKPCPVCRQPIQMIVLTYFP
XBP1 UPR activ – activators of adaptive XBP1 UPR arm, primary screen, cell-based, CHO-XBP1 luciferase reporter, luminescence, uHTS; IRE1-XBP1 UPR activation; percent of tunicamycin response, DMSO as zero; activation, % at 20 µM; actives 0.33% (n = 330,000); AID 463104, 2010;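 active = versus positive control, 20 µM dose yields 30% or more activation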;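 also: 100% = tunicamycin at 10 µg/mL and 0% = DMSO only wells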
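Test system: CHO-XBP1 luciferase reporter cells | Buffer or medium: Serum-containing F12 medium, 10% FBS | Schedule: 6 h compound exposure at 37 °C, 5% CO2 | Detection: Steady-Glo luciferase glow luminescence, 10 min after reagent addition | Read-out basis: Activation, % of tunicamycin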
* hit, by the source's call. Not a hit list; about 6.6% have a hit in one of these screens.

canonical_smiles	Jurkat NFkB inh	XBP1 UPR activ	TIM10 inh	697 NFkB inh	Mdm2 MdmX PPI	CHOP UPR activ	tim23-1 inh	tim10-1 inh
O=C1CC(c2ccccc2Cl)c2c(sc3c(=O)[nH]c(CCl)nc23)N1 (stereo not drawn)	6	-2	4	11	-9	1.2	3	5
COc1cc(NC(=O)CN2CCCCC2C)c(C)cc1[N+](=O)[O-] (stereo not drawn)	-4	-1	2	0	-1	-0.2	11	-4
CCN(C(=O)COC(=O)c1cc(=O)c2ccccc2o1)c1c(N)n(Cc2ccccc2)c(=O)[nH]c1=O	-1	1	-10	6	6	1.7	-2	-15
O=C(Cc1ccc(Cl)cc1)NCC(=O)N1CCN(c2ccccc2)CC1	-5	0	2	2	-1	-0.2	-10	-1
CCOC(=O)c1nn(-c2ccc3ccccc3c2)cc1O	-45	5	13	5	-115	6.5	4	-42
O=C1N/C(=C/c2ccc(N3CCOCC3)o2)C(=O)N1c1cccc(Cl)c1	-10	3	4	-17	23	27	18	43*
Cc1c(C(=O)Nc2ccc3c(c2)OCCO3)sc2ncnc(N3CCCCC3C)c12 (stereo not drawn)	-11	-2	5	-29	44	0.7	46	46*
COc1ccc(CC(=O)OCC(=O)NC(=O)NC2CCCC2)cc1	-4	0	11	1	20	0.4	13	19
Cc1ccc(C)c(N2CCN(CC3CCCCC3)CC2)c1	-3	-6	-3	-18	11	0.0	-2	-2
CCOC(=O)C(CC)Sc1nc2c(cnn2-c2ccccc2)c(=O)[nH]1 (stereo not drawn)	0	2	-2	2	24	-1.4	25	11
Cc1ccc(-c2nc3ncccc3o2)cc1NC(=O)c1ccco1	6	3	6	3	28	-0.8	8	9
COc1ccc(C(C(=O)NC2CCCC2)N(Cc2ccccc2)C(=O)CNC(=O)c2ccco2)cc1 (stereo not drawn)	-5	-3	-1	-14	-43	0.2	0	15
Nc1nc(-c2ccco2)cs1	-2	-3	11	-8	6	3.6	11	2
Cc1cccc(/N=C/c2c(O)c3ccccc3oc2=O)n1	12	-4	-3	13	37	0.5	-8	3
CSCC[C@H](NC(=O)OC(C)(C)C)C(=O)N/N=C/c1c(C)[nH]c(=O)[nH]c1=O	-5	-8	11	13	7	-0.2	-2	0
COc1ccccc1-c1n[nH]c(=S)n1-c1ccccc1	-12	0	-2	-36	-44	1.8	-3	12
CC1(C)C(=O)NCCN1C(=O)CC1C(=O)NCCN1Cc1cccc(C(F)(F)F)c1 (stereo not drawn)	19	-7	1	14	7	-0.8	2	3
CC1CCCC(C)N1C(=O)c1cc(F)c(F)cc1Cl (stereo not drawn)	-19	-1	13	-26	9	1.5	7	14
O=C(CSc1nnc(Nc2ccccc2)s1)NN1C(=O)NC2(CCCCC2)C1=O	11	-2	0	-7	-14	3.0	7	6
COc1ccc(C(=O)NC(=S)Nc2ccc(N3CCCC3)cc2)cc1	7	-3	-24	-6	4	0.3	-14	-21
C=C(C)n1c(=O)n(Cc2ccccc2C)c2ccccc21	-9	4	9	1	-13	0.4	42	-15
Cc1ccc(-c2nc3cccnc3s2)cc1NC(=O)C1c2ccccc2Oc2ccccc21	-3	2	-3	-31	70*	5.5	12	11
CCN(CC(=O)NCc1cccs1)S(=O)(=O)c1c(F)cccc1F	-4	-2	3	11	8	4.4	14	4
Cc1ccc(CNC(=O)C2C3C=CC4(CN(Cc5cccnc5)C(=O)C24)O3)cc1 (stereo not drawn)	8	0	12	14	-27	-1.2	-9	14
CNC(=O)CSc1nc2[nH]ncc2c(=O)[nH]1	-7	-4	-11	2	27	-2.6	11	-8
COc1cccc(C(=O)Nc2sc3c(c2C#N)CCN(C(C)=O)C3)c1	6	-1	10	-28	40	0.4	21	22
O=C1c2ccccc2C(O)N1CCN1CCOCC1 (stereo not drawn)	4	-1	4	-6	23	0.4	12	1
CC(C)COc1ccc(C(=O)N/C(=C\c2cccc([N+](=O)[O-])c2)C(=O)OC(C)C)cc1	-16	-2	1	-60	5	1.7	20	0
C/C(N)=C(/C#N)C(=O)CSc1nc2ccccc2c(=O)n1-c1ccc(C)cc1	-23	-3	14	-10	-10	-0.6	10	1
CCC(C(=O)NC(C)(C)C)N(C(=O)c1ccc(Cl)nc1)C1CCCC1 (stereo not drawn)	-7	1	14	-25	-33	2.6	13	14

Looked up by compound from the entries so far, 2 records:
canonical_smiles	Jurkat NFkB inh	XBP1 UPR activ	TIM10 inh	697 NFkB inh	Mdm2 MdmX PPI	CHOP UPR activ	tim23-1 inh	tim10-1 inh
C=C(C)n1c(=O)n(Cc2ccccc2C)c2ccccc21	-9	4	9	1	-13	0.4	42	-15
CNC(=O)CSc1nc2[nH]ncc2c(=O)[nH]1	-7	-4	-11	2	27	-2.6	11	-8

(further entries)
canonical_smiles	Jurkat NFkB inh	XBP1 UPR activ	TIM10 inh	697 NFkB inh	Mdm2 MdmX PPI	CHOP UPR activ	tim23-1 inh	tim10-1 inh
O=C(NCC(=O)N1CCC(Cc2ccccc2)CC1)c1ccc(Cl)cc1	0	1	-62	2	-8	0.4	-4	-56
COc1ccc(-n2nc(C(=O)NCC(=O)N(C)Cc3ccccc3)c3ccccc3c2=O)cc1	6	-2	8	7	10	-2.1	16	17
O=C(CNC(=O)c1cccc(-n2cnnn2)c1)Nc1ccc(F)c(F)c1	-23	0	4	11	-21	1.4	-1	-11
COc1ccc(N(CC(=O)O)S(=O)(=O)c2ccccc2[N+](=O)[O-])c(OC)c1	14	4	5	2	11	4.4	4	-5
COCCN(C(=O)COC(=O)c1cc(C)oc1C)c1c(N)n(Cc2ccccc2)c(=O)[nH]c1=O	3	0	4	1	6	-0.2	5	13
Cc1ccc(S(=O)(=O)N2CCCCC2)cc1C(=O)Nc1cccnc1	4	-1	-3	2	16	-0.4	21	-4
O=C1c2cccnc2C(Nc2ccc(Br)cc2)N1Cc1cccs1 (stereo not drawn)	-18	2	34	6	7	-2.0	15	41*
O=C(Nc1cc(S(=O)(=O)N2CCCC2)ccc1OCC(F)(F)F)c1ccc(F)cc1	3	0	-10	-4	7	1.1	3	4
CN(C)c1oc(COc2ccccc2F)nc1C#N	-16	2	12	-28	8	4.7	3	7
CCOc1ccc(N(CC(=O)N2CCN(c3ccccc3)CC2)S(=O)(=O)c2c(C)noc2C)cc1	-12	-3	20	-20	5	-0.4	34	35
O=C(CCC(=O)N(CC(=O)NC1CCCC1)C1CCCCC1)Nc1ccccn1	7	-2	6	1	11	-1.0	4	6
CC(C)(C)c1nn2cnnc2n(/N=C/c2ccccc2)c1=O	-6	-1	11	14	-2	0.0	17	11
COc1ccc(C(=O)N(C)C2CCCCC2)cc1OC1CCN(C(C)C)CC1	-6	-4	-8	-1	4	1.4	-2	6
COc1ccc(-c2csc(NC(=O)CCCc3cccs3)n2)cc1	-1	-1	-8	-32	24	1.7	0	35
O=C(Nc1ncc(Cc2cccc(Cl)c2)s1)c1cccs1	-40	6	67*	-118	-42	3.1	67*	43*

Single values from the results shown:
CHOP UPR activ with CC(C)(C)c1nn2cnnc2n(/N=C/c2ccccc2)c1=O reads 0.0
TIM10 inh with CSCC[C@H](NC(=O)OC(C)(C)C)C(=O)N/N=C/c1c(C)[nH]c(=O)[nH]c1=O reads 11
TIM10 inh with CC1(C)C(=O)NCCN1C(=O)CC1C(=O)NCCN1Cc1cccc(C(F)(F)F)c1 (stereo not drawn) reads 1
TIM10 inh with COc1cc(NC(=O)CN2CCCCC2C)c(C)cc1[N+](=O)[O-] (stereo not drawn) reads 2

Next part:
canonical_smiles	Jurkat NFkB inh	XBP1 UPR activ	TIM10 inh	697 NFkB inh	Mdm2 MdmX PPI	CHOP UPR activ	tim23-1 inh	tim10-1 inh
CCC1(C(=O)OC)NC(c2ccco2)C2C(=O)N(c3ccc(F)cc3)C(=O)C21 (stereo not drawn)	-5	2	14	-16	-49	-0.8	16	10
O=C(O)C1CCN(C(=O)CSc2nc3ccccc3c(=O)n2-c2ccc(Cl)cc2)CC1	-13	6	-3	-19	8	3.2	17	18
CC1CCCN(C(=O)c2cc(-c3cccs3)nc3ccccc23)C1 (stereo not drawn)	13	1	29	15	12	1.1	47	30
CCOc1ccccc1C(=O)N(Cc1ccc(C)o1)C1CCS(=O)(=O)C1 (stereo not drawn)	11	-2	-8	2	-4	0.1	7	13
COc1ccccc1C(=O)Oc1ccc(C(C)C)cc1	-10	1	16	3	-8	10	10	12
O=C(N/N=C/c1cccc([N+](=O)[O-])c1)C1CC(=O)N(c2ccc(F)cc2)C1 (stereo not drawn)	-15	-1	13	-16	9	0.3	15	16
Cc1c(C(=O)N2CCc3ccccc3C2)oc2ccc(Br)cc12	12	-3	11	-2	-21	3.0	16	14
CCc1noc(C)c1C(=O)Oc1ccc(N(C)S(=O)(=O)c2ccc(C)c(C)c2)cc1	32	-7	18	-5	19	1.4	24	17
COc1ccc(CCC(=O)N2c3ccccc3CC2C)cc1 (stereo not drawn)	-31	3	-7	-10	-6	2.8	15	15
CCCOc1ccc(CSc2ncn[nH]2)cc1	-46	2	-5	-77	-17	3.9	14	25
C=CCOc1ccc(C2NC(=O)NC(C)=C2C(=O)OC)cc1 (stereo not drawn)	-7	0	2	6	22	-0.2	4	8
COc1ccc(NC(=O)CCCn2c(=O)c3sccc3n(Cc3cccc(C)c3)c2=O)cc1	9	-3	11	-7	13	2.4	-4	9
Cc1cc2ccccc2n2c(SCC(=O)Nc3ccc(S(=O)(=O)N4CCC(C)CC4)cc3)nnc12	3	-2	0	-54	17	-0.8	12	17
CC(C)OP(=O)(OC(C)C)C(O)c1ccc(N(C)C)cc1 (stereo not drawn)	0	0	6	0	-2	-0.4	-2	-7
O=C(CCCSc1nc2ccccc2[nH]1)NCc1ccccc1F	-21	-4	-8	2	-2	-0.6	7	-6
Cc1cc(NC(=O)COC(=O)c2cc([N+](=O)[O-])ccc2N2CCOCC2)ccc1Br	28	-1	-3	-3	24	1.2	6	12
COc1cc2nc(C3CC3)n(NC(=O)c3ccc(F)cc3)c(=O)c2cc1OC	8	-2	19	7	17	-0.9	25	20
CC(C)c1ccc(/C=N/N2CCN(c3ccccn3)CC2)cc1	-46	3	9	-58	-28	6.3	13	19
Cc1ccc(NC2c3ncccc3C(=O)N2Cc2cccs2)cc1C (stereo not drawn)	-15	-1	12	3	4	-1.4	29	24
O=C(O)c1cc(NS(=O)(=O)c2ccc(N3CCCCC3)c([N+](=O)[O-])c2)cc(C(=O)O)c1	-2	-4	0	1	17	-0.2	1	-14
COc1cccc(NC(=O)CN(C)CC(=O)NCc2ccc3c(c2)OCO3)c1	-16	-1	-2	-12	11	2.0	10	10
CCC(=O)Nc1nnc(-c2ccco2)o1	4	5	-8	1	16	-1.8	-6	-16
CC(=O)NCc1ccc(S(=O)(=O)N/N=C/c2ccc(N(C)C)cc2)cc1	-3	0	6	3	-23	-0.3	4	0
CC(C)n1c(N2CCN(S(=O)(=O)c3cccc([N+](=O)[O-])c3)CC2)nc2ccccc21	-9	-2	41*	1	32	-0.7	30	34
Cc1ccc(NC(=O)CSc2nnc3c(n2)[nH]c2ccccc23)cc1	11	-6	11	7	-11	0.9	1	-25
O=C(NCCN1CCN(C(=O)C(c2ccccc2)c2ccccc2)CC1)C(=O)Nc1ccccc1	16	-1	16	-2	32	1.1	1	11
Cc1ccc(C)c(-c2cc(C(=O)NCc3cccs3)c3ccccc3n2)c1	-5	0	7	5	27	-2.2	30	27
